# HT1080 viability – cytotoxicity in HT1080 fibrosarcoma cells, cell-based, fluorescence readout (AID 620) | HT1080 viability, fluorescence; higher % means a stronger effect | cytotoxicity, % at 10 µM, or EC50 in µM where a hit was titrated | 87,000 compounds, 0.42% hits; in the data active means cytotoxicity above about 50%;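 further: cells exposed to compound overnight then 4 h with Alamar Blue; 0% = vehicle DMSO and 100% = killing control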
# The depositor's hits bear a star.
SMILES,HT1080 viability
Cc1nnc(SCC(=O)NCc2ccco2)n1Cc1ccccc1,12%
COc1ccc(C(=O)c2c(C(F)(F)F)oc3c2C(=O)c2ccccc2C3=O)cc1OC,-10%
Cc1ccccc1NC(=O)CCSc1nnnn1-c1ccccc1,-14%
Cc1nn(C)cc1CNC(=O)Nc1ccc(Cl)c(Cl)c1,-3%
Clc1ccccc1CN(Cc1ccco1)Cc1nnnn1C1CCCC1,24%
Cc1ccc(C(=O)N(c2ccccc2)C2CC(C)N(C(=O)c3ccco3)c3ccccc32)cc1 (stereo not drawn),-4%
C=CCn1c(N)c(C(=O)OCC)sc1=S,0%
O=C(Cc1ccc(Br)cc1)NC1CCCCC1,23%
CCOC(=O)C1=C(CSc2nc(-c3ccccc3)ccc2C#N)OC(N)=C(C#N)C1c1ccc(OC)cc1 (stereo not drawn),-12%
CCOC(=O)Cn1c(=O)cnc2ccccc21,2%
Cn1c(SCC(=O)CC(=O)Nc2ccccc2)nnc1-c1ccc(O)cc1,2%
CCOC(=O)c1cccc(C(=O)Oc2ccccc2)n1,7%
CCN1CCN(C(=O)CN(C)S(=O)(=O)c2ccc(Cl)cc2)CC1,-12%
Cc1ccc(Cn2ccc(-c3cnc(-c4ccccc4)s3)n2)cc1,9%
CC(C)Oc1ccc(NC(=O)CCC(=O)O)cc1,-7%
CCOc1ccc(NC(=O)NCCCN2CCCC2)cc1,-6%
COc1ccccc1N1CCN(C(=O)c2cc3sccc3n2C)CC1,-5%
Cc1nc(NNC(=O)c2ccc(Cl)cc2Cl)cc(-c2ccccc2)n1,26%
CCC(C)NC(=O)Nc1ccccc1C (stereo not drawn),26%
CCN(CC)CCNC(=O)c1cn(-c2ccccc2)nc1-c1cccs1,-4%
O=C(O)CCN=C1CCc2ccccc2N1,-7%
CC1(C)C(=O)Nc2ccccc2N1C(=O)COc1ncnc2c(Cl)cc(Cl)cc12,-10%
Clc1ccsc1-c1ccc2ccccc2n1,-5%
O=C(Nc1cccc(NC(=O)c2ccc(-c3ccc(Br)cc3)o2)c1)c1ccco1,-14%
CC(=O)n1c(Cl)c(NC(=O)CCl)c2ccccc21,32%
O=C(O)c1[nH]c2ccccc2c1-c1ccccc1,7%
Cc1ccc(OCC(=O)NC2CCS(=O)(=O)C2)cc1 (stereo not drawn),-8%
COC(=O)N1[C@H](Cc2ccccc2)C=C[C@]1(C)C(=O)O,-11%
CCN(CC)C(=O)CCc1nc2sc3c(c2c(=O)[nH]1)CCCC3,0%
COc1ccc2cc(C(c3nnnn3C3CCCC3)N3CCCCCC3)c3nnnn3c2c1 (stereo not drawn),4%
Cc1ccc(NC(=O)CSc2nc(O)cc(=O)n2C)cc1,0%
CCN1C(=O)c2cccc3c(S(=O)(=O)Nc4ccccc4)ccc1c23,16%
CCC(Nc1nc(-c2ccccc2)nc2ccccc12)C(=O)O (stereo not drawn),-15%
CSc1nc2nc3c(c(=O)n2[nH]1)CCC3,-1%
COc1ccc(OCC(=O)Nc2ccccc2O)cc1,5%
COC(=O)N1CC=CC1(C)C(=O)O (stereo not drawn),-26%
Cc1ccc(N(Cc2ccccc2F)S(C)(=O)=O)cc1C,2%
C=CCc1ccc(OCCOCCNCCCC)c(OC)c1,-11%
COc1ccc(-c2cc3nc(C)cc(C)n3n2)cc1,31%
CCOC(=O)C1=C(C)N(c2ccccc2)C(=O)C1,-7%

# Next section (2 carried over from the part before).
SMILES,HT1080 viability
COc1ccc(-c2cc3nc(C)cc(C)n3n2)cc1,31%
CCOC(=O)C1=C(C)N(c2ccccc2)C(=O)C1,-7%
CCOC(=O)c1cc(-c2ccc(C)cc2)n(CCC(=O)NCCCOC)c1C,0%
COc1nc(NC2CCCCC2)nc(N2CCCCCC2)n1,-30%
O=C(NCC1CCCO1)C(c1ccc(F)cc1)N(Cc1ccc(F)cc1)C(=O)Cn1nnc(-c2cccs2)n1 (stereo not drawn),-16%
Cc1nc(CS(=O)c2ccc(Cl)cc2)cc(NCc2ccc(Cl)cc2Cl)n1 (stereo not drawn),14%
COc1ccc(OC(=O)c2cc(S(=O)(=O)N3CCCC3)ccc2Cl)cc1,30%
Cn1c(=O)c2c(nc(NCC3CCCO3)n2Cc2cccc(Br)c2)n(C)c1=O (stereo not drawn),8%
Cc1ccc(-c2cc(-c3nnc(SCC(=O)NC(C)C(C)C)n3N)c3ccccc3n2)cc1 (stereo not drawn),-12%
CC(C)(C)CC(C)(C)NC1=CC(=O)OC12CCCCC2,10%
CC(C)N(C(=O)CSc1nnc(CNc2ccc(F)cc2)o1)C(C)C,14%
c1ccc(-n2ncc3c(N4CCC5(CC4)OCCO5)ncnc32)cc1,-4%
COC(=O)CCC(=O)c1oc2ccc(OC)cc2c1N,-3%
Cn1c(Cn2nnc3ccccc32)nnc1SCC(=O)c1ccccc1F,-1%
CCOC(=O)N1CCN(C(=O)Nc2cccc(Cl)c2)CC1,1%
O=C1c2ccccc2C(=O)N1CCOc1ccccc1,-24%
C=CCN(C(=O)Nc1ccc2oc(C)nc2c1)c1ccccc1,-2%
Nn1c(Cc2cccc3ccccc23)nnc1SCn1nnc2ccccc2c1=O,11%
CSC1=N/C(=C\c2ccc3c(c2)OCO3)C(=O)S1,-28%
Cc1ccc(C(=O)NC2CCN(C(=O)NC3CCCCC3)CC2)cc1,-11%
O=S(=O)(CCc1nnc(-c2ccc(Br)cc2)o1)c1ccc(Cl)cc1,1%
CCOC(=O)Cc1csc(NC(=O)CCCN2C(=O)c3ccccc3C2=O)n1,-4%
Cc1ncc(S(=O)(=O)c2ccccc2)c(-c2ccccc2Cl)n1,4%
CC(=O)CC(C)(C)S(=O)(=O)c1ccc(Oc2ccc(S(=O)(=O)C(C)(C)CC(C)=O)cc2)cc1,-2%
Cc1ccc(CC(=O)N2CCN(c3cccc(C(F)(F)F)c3)CC2)cc1,13%
Cc1cc(NC(=O)COC(=O)C2CCN(S(=O)(=O)c3cccc(Cl)c3Cl)CC2)no1,-2%
COCCSc1ccccc1C(=O)NCc1ccc2c(c1)OCO2,-21%
CCCCNS(=O)(=O)c1ccc(S(=O)(=O)n2cnc3ccccc32)cc1,-1%
FC(F)(F)C1=CC(c2ccc(Cl)cc2)=NCCN1,-10%
O=C(Cc1ccccc1)Nc1ccccc1N1CCOCC1,-6%
Cc1cnc(C(=O)OCC(=O)NCc2ccccc2)cn1,-12%
COc1ccc(NC(=O)c2ccc(-n3nc(C)cc3C)cc2)cc1OC,-18%
O=C(CCN1C(=O)c2ccccc2C1=O)Nc1cccc(F)c1,-9%
CCNC(=O)COC(=O)c1cc(=O)[nH]c2ccccc12,14%
CCN(CC)CCNC(=O)c1ccc2c(=O)n(C3CCCC3)c(=S)[nH]c2c1,4%
COc1ccc(S(=O)(=O)N2CCCN(S(=O)(=O)c3ccc(OC)c(C)c3)CC2)cc1C,2%
O=Cc1cccn1Cc1ccc(Cl)cc1Cl,-15%
COc1ccc(C(=O)Nc2ccc(F)cc2F)cc1,5%
CCC(C)NC(=O)c1ccc(CSCc2cccc(F)c2)o1 (stereo not drawn),-17%
O=C(CC1Nc2ccccc2NC1=O)Nc1cc(Cl)cc(Cl)c1 (stereo not drawn),-1%
O=C(CSC1=NCCS1)NC1CCCC1,28%
C/C(CC(=O)Nc1ccccc1-c1ccccc1)=N\NC(=O)COc1ccc(C)cc1Br,-9%
O=C(NC1CCCCC1)C(c1ccc(Cl)cc1)N1CCC2(CC1)OCCO2 (stereo not drawn),-10%
CCc1nnc(NC(=O)CSc2nnc(C3CCCCC3)n2-c2cccc(Cl)c2)s1,-12%
CCOC(=O)CCSc1nc(-c2ccccc2)cc(C(F)(F)F)n1,-20%
CC1CC(C)CN(C(=O)COC(=O)c2ccc[nH]c2=O)C1 (stereo not drawn),0%
CCOc1ccc(NS(=O)(=O)c2ccc(NC(=O)C3CCCO3)cc2)cc1 (stereo not drawn),1%
COc1ccc(NC(=O)COc2ccc(/C=N/n3c(C)nnc3C)cc2OC)cc1,5%
CNC(=O)CSc1nnnn1-c1ccc2c(c1)OCCO2,-20%
CCN(CC)C(=O)CSc1nc2c(sc(=S)n2CC)c(=O)n1-c1ccccc1,17%
CCC(C)c1ccc(OCCN2CCCC2)cc1 (stereo not drawn),-10%
CCCCc1c(C)c(C#N)c2nc3ccccc3n2c1Nc1c(C)n(C)n(-c2ccccc2)c1=O,-8%
COc1ccc(NC(=O)CN2c3cccc4cccc(c34)S2(=O)=O)c(OC)c1,36%
CNc1c([N+](=O)[O-])ncn1C,-5%
CC(=O)C1=NN(c2ccccc2)C(c2cccs2)N1c1ccc(N(C)C)cc1 (stereo not drawn),-9%
CCC1(C)Cc2c(sc3nn[nH]c(=O)c23)CO1 (stereo not drawn),-2%
Cc1cc(C)nc(SCc2nc3ncccn3c2Br)n1,-23%
CCN1CCc2nc(NC(=O)C(c3ccccc3)c3ccccc3)sc2C1,4%
CCOC(=O)c1c(C)nc2c(c1C)c(=O)oc1ccccc12,9%
CCCCSC1(SCCCC)N=C(N)C2(C#N)C(c3ccccc3)NC(C)=CC12C#N (stereo not drawn),1%
Nc1nc(N)nc(-c2ccc(Oc3ccccc3)cc2)n1,13%
N#C/C(=C(/O)CN1CCN(c2ccccc2F)CC1)c1nc(-c2ccccc2)cs1,-12%
# Next part
SMILES,HT1080 viability
c1ccc(C2OC3c4cccc5cccc(c45)C3N2c2ccccc2)cc1 (stereo not drawn),-3%
CCOc1ccc(Cl)cc1CN1CCOCC1,8%
O=C(Cn1c(=O)n(Cc2ccco2)c(=O)c2c3c(sc21)CCCCC3)Nc1ccccc1,-2%
CCCC/C=C/C(NC(=O)c1ccccc1)c1ccccc1 (stereo not drawn),-11%
CC(C)(C)n1nnnc1C(c1ccc(C(F)(F)F)cc1)N(Cc1ccccc1)Cc1ccco1 (stereo not drawn),-18%
N#Cc1c(Sc2ncc(C(F)(F)F)cc2Cl)nsc1C/C=N\OCc1ccccc1Br,-6%
Cc1c(C#N)c(N=CN(C)C)c(C(=O)c2ccc(Br)cc2)n1-c1ccccc1,-10%
COc1ccc(CC(=O)Nc2ccc(S(=O)(=O)Nc3cc(C)on3)cc2)cc1OC,6%
CCOc1ccc2c(C)cc(=O)oc2c1OCC,2%
CCOC(=O)c1c(N)sc(-c2ccccc2)c1C,-2%
Cc1cc(Br)c2[nH]c3c(c2c1)CCCC3=O,-13%
N#CC1=C(N)C(C#N)(C#N)C(c2cccnc2)C2CC(c3ccccc3)CC=C12 (stereo not drawn),-6%
O=C(Oc1ccc(Cl)cc1)c1ccc(COC(=O)c2cnccn2)cc1,-15%
CCn1c(CC(=O)Nc2ccc(C)c(Cl)c2)nnc1SCCOc1ccc(OC)cc1,-5%
CC(C)c1cccc2nc3c(c([Si](C)(C)C(C)(C)C)c12)Cn1c-3cccc1=O,3%
COc1ccc(OC)c(C2SCCN2S(C)(=O)=O)c1 (stereo not drawn),9%
CCc1ccc(C(C(=O)NCCOC)N(C(=O)Cn2nnc3ccccc32)c2cccnc2)cc1 (stereo not drawn),-8%
CCOC(=O)c1c(NC(=O)C2COc3ccccc3O2)sc(C)c1C (stereo not drawn),-12%
Cc1ccc(C(=O)O)cc1NC(=O)c1cccs1,5%
CC1CCCCN1S(=O)(=O)c1ccc(S(=O)(=O)N2CCN(c3ccccc3)CC2)cc1 (stereo not drawn),-2%
O=C(O)COc1ccc2c3c(c(=O)oc2c1)CCC3,1%
O=C(NC1CCCCCC1)c1ccc(CN2CCOCC2)cc1,-2%
CCCCCCC1CCC(C(=O)Nn2c(C)nc3ccccc3c2=O)CC1 (stereo not drawn),8%
C=CCNC(=O)c1c(-c2c(F)cccc2Cl)noc1C,8%
CCC(=O)Nc1nc(-c2ccccc2)ns1,7%
CCOC(=O)CN1NC2(CCC(C)CC2)NC1=S (stereo not drawn),-16%
COC(=O)Nc1ccc(S(=O)(=O)N2CCN(CCN3C(=O)C4C5C=CC(C5)C4C3=O)CC2)cc1 (stereo not drawn),8%
NC(=O)C1(N2CCCCC2)CCN(C2CC(=O)NC2=O)CC1 (stereo not drawn),-1%
N/C(=N\c1nc2c(c(=O)[nH]1)CCCC2)Nc1ccccc1Sc1ccccc1,3%
C[N+]1(CC(=O)OCCCc2ccccc2)CCOCC1,-19%
c1cc2ccc3ccc(CN4CCOCC4)c4ccc(c1)c2c34,7%
CCOC(=O)CSc1ccc(-c2nc3cc(C)c(C)cc3[nH]2)cn1,6%
c1ccc2[nH]c(CN3CCCCC3)nc2c1,-3%
Cn1cnnc1SCC(=O)Nc1ccccc1C(=O)NC1CC1,-10%
OC(CN1CCN(Cc2ccc3c(c2)OCO3)CC1)c1c[nH]c2ccccc12 (stereo not drawn),-10%
O=C(NCc1ccco1)c1ccccc1F,-9%
O=C(O)CSc1nnc(-c2ccncc2)n1-c1ccc(Cl)cc1,4%

# Compounds above that have an aryl methoxy group (18):
SMILES,HT1080 viability
COc1ccc(C(=O)c2c(C(F)(F)F)oc3c2C(=O)c2ccccc2C3=O)cc1OC,-10%
CCOC(=O)C1=C(CSc2nc(-c3ccccc3)ccc2C#N)OC(N)=C(C#N)C1c1ccc(OC)cc1 (stereo not drawn),-12%
COc1ccccc1N1CCN(C(=O)c2cc3sccc3n2C)CC1,-5%
COc1ccc2cc(C(c3nnnn3C3CCCC3)N3CCCCCC3)c3nnnn3c2c1 (stereo not drawn),4%
COc1ccc(OCC(=O)Nc2ccccc2O)cc1,5%
C=CCc1ccc(OCCOCCNCCCC)c(OC)c1,-11%
COc1ccc(-c2cc3nc(C)cc(C)n3n2)cc1,31%
COc1nc(NC2CCCCC2)nc(N2CCCCCC2)n1,-30%
COc1ccc(OC(=O)c2cc(S(=O)(=O)N3CCCC3)ccc2Cl)cc1,30%
COC(=O)CCC(=O)c1oc2ccc(OC)cc2c1N,-3%
COc1ccc(NC(=O)c2ccc(-n3nc(C)cc3C)cc2)cc1OC,-18%
COc1ccc(S(=O)(=O)N2CCCN(S(=O)(=O)c3ccc(OC)c(C)c3)CC2)cc1C,2%
COc1ccc(C(=O)Nc2ccc(F)cc2F)cc1,5%
COc1ccc(NC(=O)COc2ccc(/C=N/n3c(C)nnc3C)cc2OC)cc1,5%
COc1ccc(NC(=O)CN2c3cccc4cccc(c34)S2(=O)=O)c(OC)c1,36%
COc1ccc(CC(=O)Nc2ccc(S(=O)(=O)Nc3cc(C)on3)cc2)cc1OC,6%
CCn1c(CC(=O)Nc2ccc(C)c(Cl)c2)nnc1SCCOc1ccc(OC)cc1,-5%
COc1ccc(OC)c(C2SCCN2S(C)(=O)=O)c1 (stereo not drawn),9%

# Screens: PubChem, Sanford-Burnham Center for Chemical Genomics

# An excerpt; count on the stated rates, not on these rows.
